pPAFAH inh: pPAFAH (human) enzyme inhibition; recombinant pPAFAH, FP-rhodamine probe fluorescence polarization; inhibition, % at 3.39 µM; 330,000 tested, 1.5% active; AID 463082;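 active means inhibition above the mean inhibition across the screen plus 3 SD, cut at about 25% in these data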;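 further: inhibitors block binding of the rhodamine activity-based probe so polarization drops; 0% = enzyme with DMSO and 100% = wells lacking pPAFAH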
PREPL inhibitor: human PREPL enzyme inhibition; recombinant PREPL, fluorescence polarization activity-based probe; AID 2751; inhibition, % at 5.96 µM; 320,000 tested, 0.68% active; in the data active means inhibition above about 43%;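 further: 0% = enzyme with DMSO and 100% = wells lacking enzyme; many of its hits are not listed in these tables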
LYPLA1 counter: blocks human lysophospholipase 1, a PME1 counter-screen; recombinant LYPLA1, FP-Rh probe fluorescence polarization; inhibition, % at 5.9 µM; 320,000 tested, 0.16% active; AID 2174;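 active means inhibition above the mean of all tested compounds plus 3 SD, set per campaign, cut at about 14% in these data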;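 further: inhibitors block serine hydrolase probe labeling of LYPLA1 so polarization falls; 0% = enzyme with DMSO and 100% = wells lacking LYPLA1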
PAFAH1B2 inh: inhibitors of human PAFAH1B2 | P68402 | recombinant PAFAH1B2, FP-rhodamine activity probe, fluorescence polarization | inhibition, % at 3.39 µM | 340,000 tested, 1.2% active | AID 492953;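 active means inhibition above the mean of all tested compounds plus 3 SD, cut at about 24% in these data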;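 further: 0% = enzyme with DMSO and 100% = wells lacking PAFAH1B2; many of its hits are not listed in these tables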
PME-1 primary: blocks human protein phosphatase methylesterase 1; Q9Y570; recombinant PME-1, FP-Rh probe fluorescence polarization; inhibition, % at 5.9 µM; 320,000 tested, 0.53% active; AID 2130;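 active means inhibition above the campaign mean of all compounds plus 3 SD, cut at about 26% in these data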;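 further: competitive labeling of PME-1 active site by serine hydrolase directed probe; 0% = PME-1 with DMSO and 100% = wells lacking PME-1 enzyme; inhibitors block probe labeling so polarization falls and inhibition rises; many of its hits are not listed in these tables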
PAD4 inh: PAD4 (human) enzyme inhibition; Q9UM07; recombinant PAD4, RCA probe fluorescence polarization; inhibition, % at 6.36 µM; 330,000 tested, 0.41% active;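 active means percent inhibition above a cutoff equal to the mean of all tested compounds plus 3 SD, cut at about 15% in these data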;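 further: 0% = PAD4 with RCA probe and DMSO and 100% = probe without PAD4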
PAFAH1B3 inh: PAFAH1B3 (human) inhibition | inhibition, % at 3.39 µM | recombinant PAFAH1B3, FP-rhodamine probe, fluorescence polarization | 340,000 tested, 0.28% active | AID 492972 | Q15102;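 active means inhibition above the screen-wide average of all tested compounds plus 3 SD, cut at about 25% in these data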;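 further: 0% = enzyme with DMSO only and 100% = wells lacking PAFAH1B3 protein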
LYPLA2 counter: LYPLA2 (human) inhibition in PME1 counter-screen; O95372; AID 2177; 320,000 tested, 0.38% active; inhibition, % at 5.9 µM; recombinant LYPLA2, FP-Rh probe fluorescence polarization;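 active means inhibition above the screen-wide mean plus 3 SD, limit set per campaign, cut at about 26% in these data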;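 further: 0% = LYPLA2 with DMSO and 100% = wells lacking LYPLA2 enzyme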
GSTO1 inh: counter-screen for RBBP9 inhibitors: inhibitors of human GSTO1; 300,000 tested, 1.1% active; recombinant GSTO1, activity-based probe fluorescence polarization; P78417; inhibition, % at 5.96 µM;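 active means inhibition above the campaign mean inhibition plus 3 SD, cut at about 35% in these data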;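 further: 0% = GSTO1-1 with DMSO and 100% = wells lacking GSTO1-1 enzyme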
The depositor's hits bear a star; · = no result given. Not all compounds are listed; count on the stated rates, not on these rows.

SMILES | pPAFAH inh | PREPL inhibitor | LYPLA1 counter | PAFAH1B2 inh | PME-1 primary | PAD4 inh | PAFAH1B3 inh | LYPLA2 counter | GSTO1 inh
CC(C)C1CC(CCN)(c2ccccc2)CCO1 (configuration not stated) | -4 | 22 | -2 | 0 | -11 | -5 | 6 | -9 | 16
O=C(OCn1nnc2ccccc2c1=O)c1cccnc1 | 4 | -2 | 0 | -3 | 4 | -3 | 0 | 0 | -1
O=C(CSc1ncnc2[nH]ncc12)Nc1nc(-c2ccc(F)c(F)c2)cs1 | -36 | -17 | -45 | -17 | -70 | 4 | -25 | -57 | -58
CCOC(=O)c1sc(C)c2c1NC(C)(c1ccccc1)NC2=O (configuration not stated) | 5 | -9 | 0 | 0 | -6 | -2 | -1 | 7 | 3
O=C1CCCCCN1C(=O)c1cccc(C(=O)N2CCCCCC2=O)c1 | 2 | 5 | 2 | 0 | 5 | 6 | 5 | -1 | 2
CCS(=O)(=O)N1CCCC(C(=O)NCc2ccc3c(c2)OCO3)C1 (configuration not stated) | 1 | -2 | 3 | -1 | -1 | 1 | -3 | 24 | 3
Cc1ccc(CNC(=O)c2nn(C)c3c2CS(=O)(=O)c2ccccc2-3)cc1 | 3 | 0 | 0 | 2 | -2 | 3 | 1 | 2 | 5
COc1ccc(C(=O)NCCSCc2ccc(Cl)cc2)cc1OC | 8 | 5 | 1 | 11 | -1 | 4 | 3 | 6 | 5
Cc1nnc2c3ccccc3c(-c3cccs3)nn12 | -1 | -5 | 3 | 4 | 1 | -7 | 3 | 4 | -2
Cn1nc(C(=O)NNC(=O)CCc2ccccc2Cl)c2ccccc2c1=O | 8 | 13 | 1 | 0 | 2 | 3 | 4 | 5 | -1
CCOC(=O)c1oc2c(CN3CCN(C)CC3)c(O)ccc2c(=O)c1-c1ccccc1OC | -5 | 4 | 0 | 1 | -1 | 2 | 1 | -2 | 2
CCN(CC)CCCN(Cc1cc2cc3c(cc2[nH]c1=O)OCO3)C(=S)NCCOC | -3 | -2 | 4 | -2 | 0 | -2 | 15 | 0 | 0
NNc1nc2cc3c(cc2s1)OCCO3 | 7 | 8 | -1 | 6 | 39* | -3 | 4 | -3 | 17
COc1cc(CNc2ccc3[nH]c(=O)[nH]c3c2)ccc1OCc1ccccc1 | 5 | 22 | 3 | 4 | 4 | -6 | 7 | 6 | -4
CCOc1ccccc1NC(=O)C12CC3CC(C1)CC(c1ccc(C)cc1)(C3)C2 | -3 | -5 | 1 | -5 | -2 | -2 | 1 | 4 | -4
O=C(NCCC(=O)N1CCN(C(=O)c2ccco2)CC1)c1ccc(Br)cc1 | 0 | 19 | 5 | 4 | -3 | 2 | -1 | 7 | 9
O=C(c1cn(Cc2ccccc2)nc1-c1ccc(Cl)cc1)N1CCN(c2ccccn2)CC1 | -2 | 17 | 0 | 4 | 20 | -5 | 6 | -2 | ·
CCn1c(CNC(=O)c2ccco2)nnc1SCC(=O)c1ccc(F)cc1 | 3 | 5 | -2 | 0 | 4 | -3 | 0 | -1 | -3
O=C(NC1CC2CCCC(C1)N2Cc1cccs1)N1CCOCC1 (configuration not stated) | 5 | 5 | 0 | -4 | 0 | -1 | 1 | 9 | 0
Nc1nc(NCCCN2CCOCC2)nc(Nc2cccc(F)c2)c1[N+](=O)[O-] | 7 | 7 | -1 | 2 | 3 | 2 | 3 | 2 | 7
N#C/C(=C/c1cn(CC(=O)O)c2ccccc12)C(=O)Nc1ccccc1 | 2 | 12 | 0 | -1 | -2 | -4 | 11 | 2 | -2
Cc1ccc(NC(=O)CCNC(=O)c2ccc(Br)cc2)cc1S(=O)(=O)N1CCOCC1 | 7 | 0 | 1 | -2 | 4 | -3 | 7 | 5 | 1
Cc1cc2c3c(c1)C1(C(=O)N3C(C)(C)CC2C)C(C#N)=C(N)Oc2cc(O)ccc21 (configuration not stated) | 3 | 14 | -4 | 1 | -2 | 0 | -2 | 2 | -8
O=C(NCCC1=CCCCC1)c1ccc(Cl)c(S(=O)(=O)N2CCOCC2)c1 | 2 | 7 | -2 | 12 | 9 | 0 | 3 | -4 | 2
CCc1cc(=O)oc2cc(C)c(CN3CCCC3)c(O)c12 | 64* | 8 | -12 | 2 | -8 | -4 | -4 | -9 | -4
COCCNC(=O)C1CC2Cn3c(nc4ccccc43)C2N1C (configuration not stated) | 0 | 16 | 4 | -3 | -2 | 7 | -4 | -2 | 0
COc1ccc(C(=O)NCCCN=C2NS(=O)(=O)c3ccccc32)cc1 | 4 | 3 | -2 | 3 | 2 | -7 | 1 | -1 | -7
O=C(O)c1ccccc1SCc1nc2ccccn2c1Br | -10 | -6 | -2 | 4 | 0 | 5 | 4 | 0 | 0
CC1CC(C)CN(C(=O)CCS(=O)(=O)c2ccc3c(c2)NC(=O)CS3)C1 (configuration not stated) | 8 | -1 | 3 | 7 | 0 | -5 | -1 | -2 | 7
Cc1cc(C)cc(NC(=O)C2CCN(c3nccs3)CC2)c1 | 0 | 20 | 5 | -4 | 0 | -9 | 3 | 4 | 0
Cc1[nH]c2ccccc2c1C1(O)C(=O)N(Cc2ccc3c(c2)OCO3)c2ccccc21 (configuration not stated) | 14 | 21 | -4 | 0 | -6 | -9 | 7 | 1 | 25
Cc1nn(-c2ccccc2)c(N2CCCC2)c1/C=N/NC(=O)c1cc(-c2cccs2)nc2ccccc12 | -1 | 8 | -11 | -2 | -1 | 1 | 8 | -20 | -14
CCOC(=O)CNC(=O)c1sc(NC(=O)c2ccccc2F)nc1C | -4 | -8 | -1 | -3 | -2 | -1 | 10 | -2 | -3
CCn1c(SCC(=O)Nc2cccc(NC(C)=O)c2)nnc1-c1ccco1 | -2 | -3 | 3 | 3 | -2 | -1 | -6 | 0 | 3
Cc1cc(C(=O)N2CCCC(C(=O)c3ccc(Cl)cc3C)C2)no1 (configuration not stated) | 0 | 7 | -1 | 4 | 8 | -4 | 7 | 6 | -2
CCOc1nc(NCCO)nc(Nc2ccc([N+](=O)[O-])cc2)n1 | 4 | -2 | 2 | 2 | -1 | 1 | 4 | -2 | -6
CCOc1ccc(NC(N)=O)cc1OCC | 2 | 17 | 5 | -2 | 0 | -3 | 7 | 9 | 1
CNc1nc2c(-c3ccc(Cl)cc3)nnn2c2ccccc12 | 1 | 22 | 6 | 1 | 1 | 7 | -1 | 7 | 2
COc1ccc(S(=O)(=O)N2CCSC2c2ccc(OC)c(OC)c2)cc1 (configuration not stated) | 5 | 0 | -1 | 4 | 7 | 1 | -1 | -3 | 4
COc1cccc(NC(=S)N2CCc3cc(OC)c(OC)cc3C2)c1 | 4 | 0 | -1 | 4 | 4 | -3 | 5 | -4 | 3
Cc1nc(N)ncc1-c1ccc2c(c1)OCO2 | 4 | 0 | -2 | 3 | -4 | 0 | 10 | -1 | 2
COc1ccc(NC(=O)CN(C)C(=O)c2ccccc2OCC(=O)Nc2cccc(C(F)(F)F)c2)cc1 | -8 | -1 | 0 | 4 | 2 | -3 | -1 | -3 | -5
CCN(CC)C(=O)c1oc2ccc(S(=O)(=O)N3CC(C)CC(C)C3)cc2c1C (configuration not stated) | 5 | 14 | 2 | 6 | -2 | -5 | -8 | 4 | -13
Cc1ccc(CNC(=O)c2ccc(C#CC(C)(C)O)s2)cc1 | 9 | 15 | 0 | 5 | -5 | -2 | 11 | 4 | 2
COc1ccc(NS(=O)(=O)c2cccc(C(=O)O)c2)cc1S(=O)(=O)N1CCCCC1 | 2 | 4 | · | -2 | · | -8 | -1 | · | ·
CCN1CCN(S(=O)(=O)c2ccc(Cl)c(C(=O)Nc3ccccc3N3CCCC3)c2)CC1 | 1 | 2 | -3 | 5 | 0 | 2 | 2 | -1 | 2
CC1CN(C(=O)c2ccccc2Nc2ccc(SC(F)F)cc2)CC(C)O1 (configuration not stated) | 7 | 8 | 0 | -1 | 15 | 1 | 4 | 10 | 2
CCOC(=O)c1ccc(CNCc2ccc(Br)cc2)cc1 | -1 | 20 | 0 | -1 | 2 | 4 | -3 | 7 | 5
Cc1ccc(Nc2nnc(SCC(=O)NC3CC3)s2)cc1 | -1 | 6 | -2 | 3 | -3 | 4 | 0 | 5 | ·
Cc1nc([N+](=O)[O-])c(Br)n1CC(=O)c1ccccc1 | 1 | -7 | 1 | 0 | -2 | -5 | 7 | 7 | -1
COc1ccc(NC(=O)C2CCN(S(=O)(=O)c3ccc4[nH]c(=O)oc4c3)CC2)c(OC)c1 | 5 | 16 | 3 | -3 | 5 | -3 | 2 | 6 | 0
COc1ccccc1N1C(=O)CC(N(O)c2ccccc2)C1=O (configuration not stated) | 3 | 10 | 5 | 5 | -1 | 5 | 0 | 5 | 7
C=CCN([C@@H](CC(C)C)C(=O)OC)S(=O)(=O)N(CC=C)[C@@H](CC(C)C)C(=O)OC | 2 | 14 | 1 | 6 | 13 | 1 | 14 | 0 | ·
CSc1nc2ccccc2cc1/C=C(\C#N)c1cccc(C)c1 | -3 | 7 | -3 | 2 | -5 | 4 | 7 | 2 | 1
CCN1CCN(C(=O)CN(c2ccc(C)cc2)S(C)(=O)=O)CC1 | 2 | 0 | 3 | 3 | 0 | -4 | 0 | -3 | -6
CN(c1ccccc1)S(=O)(=O)c1ccc(NC(=S)NC(=O)c2ccccc2)cc1 | -5 | 6 | -12 | -8 | -6 | -9 | -9 | -10 | -17
O=C(c1ccc(F)cc1)N(Cc1cccs1)C1CCS(=O)(=O)C1 (configuration not stated) | -4 | -8 | -2 | 5 | -1 | -1 | 7 | -2 | -7
CS(=O)(=O)Nc1cccc2[nH]ncc12 | 5 | 11 | 2 | 4 | -8 | -4 | 4 | 3 | 7
Cc1ccc(OCCn2cc(C#N)c3ccccc32)cc1 | 6 | -68 | 0 | 3 | -4 | -1 | -3 | 2 | -6
Fc1ccccc1C1c2[nH]c3ccccc3c2CCN1Cc1ccoc1 (configuration not stated) | 2 | 13 | 0 | 4 | 6 | -2 | 1 | -2 | 0

Already shown: 2 of the compounds above.
SMILES | pPAFAH inh | PREPL inhibitor | LYPLA1 counter | PAFAH1B2 inh | PME-1 primary | PAD4 inh | PAFAH1B3 inh | LYPLA2 counter | GSTO1 inh
CN(c1ccccc1)S(=O)(=O)c1ccc(NC(=S)NC(=O)c2ccccc2)cc1 | -5 | 6 | -12 | -8 | -6 | -9 | -9 | -10 | -17
O=C(c1ccc(F)cc1)N(Cc1cccs1)C1CCS(=O)(=O)C1 (configuration not stated) | -4 | -8 | -2 | 5 | -1 | -1 | 7 | -2 | -7

Next section.
SMILES | pPAFAH inh | PREPL inhibitor | LYPLA1 counter | PAFAH1B2 inh | PME-1 primary | PAD4 inh | PAFAH1B3 inh | LYPLA2 counter | GSTO1 inh
O=P(O)(O)c1ccccc1OCCOCCOc1ccccc1P(=O)(O)O | 6 | -1 | 3 | -3 | -2 | -3 | 9 | 2 | 13
CN(C)C(C)(C)C#CC(O)(c1ccccc1)c1ccccc1 | 0 | 0 | -2 | 6 | 3 | -3 | 4 | 0 | 3
Cc1cccc(NC(=O)COC(=O)c2ccccc2SCC(=O)N2CCCC2)c1 | 5 | 5 | 3 | 1 | -2 | 0 | -2 | 3 | -4
CCc1cc2c(COC(=O)c3cccc(S(C)(=O)=O)c3)cc(=O)oc2cc1O | 7 | 6 | -1 | 2 | 6 | 0 | 3 | 16 | -2
COc1ccc(C)cc1N(C(=O)c1ccc(C#N)cc1)C1=NC(C)(C)CS1 | 7 | -1 | 1 | 2 | -3 | 3 | 2 | -3 | 14
C=CCc1ccc(O)c(-c2cc(CC=C)ccc2O)c1 | 12 | 3 | 3 | 8 | 2 | 0 | 1 | 7 | 2

High-throughput results: PubChem BioAssay, The Scripps Research Institute Molecular Screening Center
